# AMA1-RON2 inh – qHTS for Inhibitors of AMA1-RON; Towards Development of Antimalarial Drug Lead: Primary Screen; AlphaScreen AMA1-biotinylated RON2 peptide binding; Potency, µM (series often up to 58.2 µM), for the others: at the highest dose activity change, negative = inhibition, usual class: inhibitors; actives 0.2% (n = 360,000); AID 720542, 2013;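 further: potency means the concentration at half of the fitted maximal effect; 0% = vehicle wells and -100% = peptide control; nearly all actives have a fitted effect of over 45% in size; some results filed as inactive show a strong effect at the top dose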
#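 AMA1 (3D7) with his tag at 25 nM final met compounds first, then biotinylated RON2 peptide at 25 nM; detection used donor plus acceptor beads, 10 µg/mL apiece, read by AlphaScreen after 30 min at room temperature.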
# LmPK inhibitor – qHTS Assay for Inhibitors of Leishmania Mexicana Pyruvate Kinase (LmPK) | Q27686 | purified LmPK, Kinase-Glo ATP luminescence, 1 h | Potency, µM (doses to about 57.5 µM), for inactives: at the top dose activity change, negative = inhibition, hits mostly inhibitors | actives 0.37% (n = 290,000) | AID 1721, 2009; further: potency means the concentration at half of the fitted maximal effect
# Target sequence (Q27686 whole entry, looked up): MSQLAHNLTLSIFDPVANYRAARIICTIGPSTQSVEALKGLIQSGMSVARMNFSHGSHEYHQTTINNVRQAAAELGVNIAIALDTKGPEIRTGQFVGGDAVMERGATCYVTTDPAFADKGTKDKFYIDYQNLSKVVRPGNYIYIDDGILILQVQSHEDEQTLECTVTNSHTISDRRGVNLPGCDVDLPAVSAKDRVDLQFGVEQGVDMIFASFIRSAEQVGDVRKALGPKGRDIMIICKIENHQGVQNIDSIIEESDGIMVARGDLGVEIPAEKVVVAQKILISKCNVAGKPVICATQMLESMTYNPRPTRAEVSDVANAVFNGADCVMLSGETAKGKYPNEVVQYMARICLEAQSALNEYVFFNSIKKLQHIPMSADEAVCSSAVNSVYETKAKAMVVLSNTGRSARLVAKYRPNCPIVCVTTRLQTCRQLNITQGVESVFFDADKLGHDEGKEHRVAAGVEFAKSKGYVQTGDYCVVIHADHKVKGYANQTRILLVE
#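 Kinase-Glo luminescence read after 1 h RT reaction of 0.1 nM LmPK with 0.5 mM PEP and 0.1 mM ADP. Activity scaled between uninhibited and enzyme-free controls.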
# AmpC detergent – qHTS Inhibitors of AmpC Beta-Lactamase (assay with detergent) | AmpC hydrolysis of nitrocefin, absorbance 480 nm, 0.01% Triton | actives 0.041% (n = 370,000) | Potency, µM (titrated, usually from 114 µM), without a hit: at the top dose activity change, negative = inhibition, hits mostly inhibitors | P00811;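 further: potency means the concentration at half of the fitted maximal effect; 0% = no-compound wells and -100% = no-enzyme wells; nearly all actives have a fitted effect of over 25% in size; some results filed as inactive show a strong effect at the top dose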
# Target sequence (P00811 whole entry, looked up): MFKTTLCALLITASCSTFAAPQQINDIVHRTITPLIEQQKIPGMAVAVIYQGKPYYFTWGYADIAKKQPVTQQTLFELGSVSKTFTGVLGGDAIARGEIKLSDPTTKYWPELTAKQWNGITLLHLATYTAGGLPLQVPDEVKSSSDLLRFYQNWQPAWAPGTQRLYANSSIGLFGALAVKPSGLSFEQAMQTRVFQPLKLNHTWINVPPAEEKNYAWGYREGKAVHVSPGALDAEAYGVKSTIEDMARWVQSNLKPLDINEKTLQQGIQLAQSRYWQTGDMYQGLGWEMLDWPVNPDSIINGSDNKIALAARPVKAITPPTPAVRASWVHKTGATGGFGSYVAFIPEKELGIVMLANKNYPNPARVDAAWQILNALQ
#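 AmpC (5.3 nM in the dispensed reagent) in 20 mM phosphate pH 7.0 with 0.01% (detergent screen) or 0.0001% Triton X-100 was preincubated with compounds for 15 min at room temperature. Nitrocefin was then added from an 800 uM solution, and hydrolysis was followed at 480 nm.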
# Tb PYK inh – qHTS of Trypanosoma Brucei Inhibitors; Potency, µM (top dose mostly 76.8 µM), inactives show top-dose activity, negative = inhibition, usual class: inhibitors; TbPYK enzyme, Kinase-Glo Plus ATP luminescence, 45 min; pyruvate kinase (Trypanosoma brucei), Q57TT1; actives 0.12% (n = 410,000); further: potency means the concentration at half of the fitted maximal effect; nearly all actives have a fitted effect of over 50% in size
#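 Glycolytic pyruvate kinase of T. brucei was incubated with substrate, test compound and 130 uM ADP for 45 minutes at room temperature. Luminescent Kinase-Glo Plus signal was measured after 10 minutes.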
# AmpC no deterg – qHTS Inhibitors of AmpC Beta-Lactamase (assay without detergent). P00811. AmpC nitrocefin hydrolysis, absorbance 480 nm, 0.0001% Triton. Potency, µM (highest dose often 57.1 µM), for inactives: at the top dose activity change, negative = inhibition, actives largely listed as inhibitors. actives 0.52% (n = 330,000);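 further: potency means the concentration at half of the fitted maximal effect; plate controls were no compound for no effect and no enzyme for full effect; nearly all actives have a fitted effect of over 20% in size; some results filed as inactive show a strong effect at the top dose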
#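 AmpC (5.3 nM in the dispensed reagent) in 20 mM phosphate pH 7.0 with 0.01% (detergent screen) or 0.0001% Triton X-100 was preincubated with compounds for 15 min at room temperature. Nitrocefin was then added from an 800 uM solution, and hydrolysis was followed at 480 nm.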
# HCMV antiviral – qHTS Assay for inhibitors of the human cytomegalovirus (HCMV) | HFF cells, HCMV-luciferase reporter, 72 h; stronger effect = lower value | activity change, negative = inhibition, % at 57.5 µM | actives 4.5% (n = 410,000); in the data active means activity change below about -60%; inconclusive means no clear call, values can overlap the other calls; inactive means above about -39%
#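 Two compound doses tested in HFFs infected with HCMV-luciferase, MOI 1 PFU/cell, 72 h at 37C. Lysate luminescence read with OneGlo; data normalized against buffer-only and 10uM Salinomycin inhibitor controls.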
# HCV inhibitor – qHTS Assay for Inhibitors of Hepatitis C Virus (HCV) | Huh7.5.1 HCVcc-Cre infection, luciferase reporter, 44 h | Potency, µM (doses to about 41.8 µM), inactives show at the highest dose activity change, negative = inhibition, actives largely listed as inhibitors | actives 3.4% (n = 340,000); further: potency means the concentration at half of the fitted maximal effect
#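 Luciferase read-out (15 sec integration) after a 15 min room-temperature substrate step quantifies HCVcc-Cre infection. Cells, 1,000 per well, had compound added 4 h post-plating, then virus at ~0.5 moi, and were cultured 44 h.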
# An asterisk follows results filed as active; ? = inconclusive; · = not tested or not shown; & = joins results of further samples; [ ] = dose if it differs, or a comment. Unless noted, the call rests on the fitted dose curve; in most records, active means well fitted curve in the direction sought with a large enough effect; inconclusive means small, poorly fitted or top-dose-only effect, or another doubt; inactive means no such curve, though single readings can be large; an effect the other way counts as inactive or inconclusive. Unless noted, on the % scale 0 is the no-effect control and ±100 the full control effect.
SMILES,AMA1-RON2 inh,LmPK inhibitor,AmpC detergent,Tb PYK inh,AmpC no deterg,HCMV antiviral,HCV inhibitor
O=C(Nc1ccc2oc(-c3ccccc3)nc2c1)c1ccco1,2%,1%,-8%,-10%,-33%,56,?
Cc1ccc(Sc2ccncc2S(N)(=O)=O)cc1,6%,3%,?,-7%,-23%,56,5%
CC(=O)Nc1ccc(NC(=O)CCCCCN2C(=O)c3ccccc3C2=O)cc1,2%,2%,-3%,-5%,-7%,39,5%
COc1cc([N+](=O)[O-])ccc1NC(=O)NN1CCN(C)CC1,0%,-8%,-4%,-2%,27%,13,-2%
COc1cc(NC(=O)c2cc(-c3cccs3)on2)c(OC)cc1Cl,·,·,14%,-5%,·,25,·
COc1ccc(-c2ccc(=O)n(CC(=O)NCc3ccco3)n2)cc1,-1%,-6%,?,-2%,-18%,1,-17%
Cc1ccc(-n2ncc(C(=O)Nc3ccc4c(c3)OCCO4)c2C2CCN(C(=O)OC(C)(C)C)CC2)cc1,·,·,-2%,5%[15.4 µM],·,?,·
COc1ccc2c(c1)c(=O)oc1cc(OCC(=O)N3CCCC(C)C3)ccc12 (configuration not stated),4%,-3%,-9%,-5%,75%[activator],-40,?
COc1ccc(NC(=O)N(C)C[C@H]2Oc3ccc(NC(=O)Nc4ccc(C(F)(F)F)cc4)cc3C(=O)N([C@H](C)CO)C[C@@H]2C)cc1,-14%,·,·,6%,211%[activator],-33,14%
CC(C)/C=C/CN1CCC(Oc2ccc(C(=O)N3CCCC3)cc2)CC1,·,-9%,-3%,·,1%,-20,·
O=C(CN1C(=O)c2ccccc2C1=O)Oc1ccc(Cl)cc1,-19%,2%,2%,0%,-26%,-5,7%
CC(C)(C)OC(=O)C[C@H]1C/C=C\C[C@@H](CC(=O)N(CCO)Cc2ccccc2)C(=O)N2CCC[C@@H]2COC1=O,21%,·,·,2%,244%[activator],38,-3%
COc1cc(CNC2CCCC2)cc(OC)c1,-8%,-5%,-5%,3%,-2%,8,-23%
CCCn1c(=O)c(C(=O)N/N=C/c2ccccc2F)c(O)c2ccccc21,2%,-3%,-3%,-5%,-11%,-14,14%
Cc1ccc(NC(=O)CCC(=O)N2CCSc3ccccc32)cc1,·,·,-2%,-6%,·,41,·
Cc1ccnc(NC(=O)CCC(=O)N(CC(=O)NCCc2ccccc2)c2ccc(F)cc2)c1,-6%,-5%,-6%,-6%,2%,33,-8%
COc1ccc(NC2c3ccccc3C(=O)N2Cc2ccc3c(c2)OCO3)cc1 (configuration not stated),?,3%,6%,2%,-15%,-12,-64%
COc1ccc2oc(C(=O)OCC(=O)NCC3CCCO3)c(C)c2c1 (configuration not stated),5%,·,-11%,-12%,-22%,-4,-1%
O=C(O)c1c(-c2ccccc2)oc2ccc(O)cc12,-3%,-3%,1%,0%,-5%,31,12%
CC(=O)Nc1ccc(S(=O)(=O)N2C(=O)c3cccc4cccc2c34)cc1,·,0%,-13%,·,-3%,-2,·
ON=C1c2ccccc2-c2ccccc21,7%,5%,-17%,1%,-27%,43,?
CC(=O)NCCNc1nc2cc(-c3cccc(Cl)c3)sc2c(=O)n1C,-6%,·,·,-3%,·,-14,·
CC(NC(=O)/C(C#N)=C/c1ccc([N+](=O)[O-])o1)c1ccccc1 (configuration not stated),-11%,1%,-10%,4%,-39%,-101*,?
COc1cc(NC(=O)c2ccccc2Cl)c(OC)cc1NC(=O)CN1CCOCC1,-8%,2%,-7%,-8%,19%,-30,-12%
Cc1ccc(-c2csc3ncnc(-n4cnc5ccccc54)c23)cc1,-1%[11.6 µM],-2%,-6%,-4%,11%,24,?
CCOCC(=O)Nc1ncc(S(=O)(=O)c2ccc([N+](=O)[O-])cc2)s1,13%,0%,7%,-4%,-27%,?,4%
O=C(Nc1ccc(N2CCOCC2)cc1)c1ccc(Cl)c(S(=O)(=O)N2CCCC2)c1,-1%,·,-5%,0%,-18%,?,6.3µM*
O=c1[nH]c2ccccc2nc1N1CCOCC1,11%,6%,?,-5%,-12%,-38,-1%
CC(C)(C)C(=O)NC(=S)Nc1sc2c(c1C#N)CCCCC2,34%[activator],-2%,7%,10%,-22%,10,?
COc1cccc2c(=O)c3c(cnn3C)n(C)c12,2%,-4%,?,1%,-3%,11,?

# Next part, starting with the last five of the part before.
SMILES,AMA1-RON2 inh,LmPK inhibitor,AmpC detergent,Tb PYK inh,AmpC no deterg,HCMV antiviral,HCV inhibitor
CCOCC(=O)Nc1ncc(S(=O)(=O)c2ccc([N+](=O)[O-])cc2)s1,13%,0%,7%,-4%,-27%,?,4%
O=C(Nc1ccc(N2CCOCC2)cc1)c1ccc(Cl)c(S(=O)(=O)N2CCCC2)c1,-1%,·,-5%,0%,-18%,?,6.3µM*
O=c1[nH]c2ccccc2nc1N1CCOCC1,11%,6%,?,-5%,-12%,-38,-1%
CC(C)(C)C(=O)NC(=S)Nc1sc2c(c1C#N)CCCCC2,34%[activator],-2%,7%,10%,-22%,10,?
COc1cccc2c(=O)c3c(cnn3C)n(C)c12,2%,-4%,?,1%,-3%,11,?
CC(C)COc1ccc(C(=O)NNC(=O)c2ccc(=O)[nH]c2)cc1,42%[activator],·,2%,-1%,0%,-21,5%
O=C(c1cc2sccc2n1Cc1ccccc1)N1CCc2ccccc21,-9%,3%,-2%,2%,-37%,-16,?
COc1ccc(S(=O)(=O)NCC(c2ccc(F)cc2)N2CCN(C)CC2)cc1 (configuration not stated),14%,·,-11%,4%,8%,-23,?
Cc1ccc(C2(c3noc(CN(C)CCO)n3)CCCC2)cc1,25%,1%,-4%,2%,39%,-13,6%
COc1ccc(S(=O)(=O)N2CCC(C(=O)N(C)Cc3ccc(C)o3)CC2)cc1OC,7%,·,-10%,-3%,26%,-1,-1%
Cc1cc(C)n2nc(SCC(=O)N(C)Cc3ccccc3)nc2n1,16%,3%,-10%,-3%,-31%,-24,-8%&9%
O=C(Cc1ccc(Cl)cc1)Nc1ccncc1,2%,0%,5%,-3%,-16%,?,10µM*
CC(=O)Nc1ccc(Nc2cc(C)nc3c(-c4ccccc4)cnn23)cc1,53%[activator][2.32 µM],1%,-9%,1%,44%,-92*,?
COC(=O)C(Cc1ccccc1)NC(=O)CNC(=O)c1ccc(Br)o1 (configuration not stated),-10%,·,-4%,-5%,-8%,0,-2%
C=CCn1c(SCc2nc3ccccc3c(=O)[nH]2)nc2scc(C3CC3)c2c1=O,-8%,5%,-1%,3%,-37%,-37,-5%
CCc1nc2c(OCCOC)cccn2c1N(C)C(=O)Nc1ccccc1OC,3%,·,·,4%,·,-10,·
Cc1ccccc1-c1ncc(CN2CCC(CO)(CCCc3ccccc3)CC2)cn1,-10%,1%,-1%,-2%,182%[activator],-64*,?
Nc1nc2ccccc2n1C(=O)c1ccccc1,59%[activator],6.3µM*,-9%,?,-16%,-19,-11%
COCc1cc(CN2CCN(C)CC2)c(O)c2ncccc12,-95%,9%,-3%,9%,74%[activator],?,?
COc1ccc(C(CNC(=O)C(C)(C)Oc2ccc(Cl)cc2)N2CCOCC2)cc1 (configuration not stated),44%[activator],·,·,-2%,·,4,15%
Cc1cccc(-n2nc3c(c2NC(=O)C(C)C)CSC3)c1,-1%,1%,-2%,1%,-17%,0,?
COCCNC(=O)Cn1nc(-c2ccccc2C)ccc1=O,7%,0%,-24%,4%,-4%,55,9%
COc1ccc(CNC(=O)c2ccc(CS(=O)(=O)c3ccc(OC)cc3)o2)cc1,0%,·,6%,-8%&4%,·,-20&-20,·
CCN1CC2=C(OC(N)=C(C#N)C2c2cccs2)/C(=C/c2cccs2)C1 (configuration not stated),-16%,2%,-3%,-9%,-20%,2,22µM*
CCOC(=O)C1=C(CCc2ccccc2)NC(=O)NC1c1cccc([N+](=O)[O-])c1 (configuration not stated),-3%,-1%,-4%,4%,-26%,-15,?
O=C(O)CCNC(=O)/C(=C\C=C\c1ccccc1)NC(=O)c1ccccc1,3%,1%,6%,2%,-19%,0,-16%
CC(=O)N1c2ccc(S(=O)(=O)N3CCCC(C(=O)Nc4cc(C)cc(C)c4)C3)cc2CC1C (configuration not stated),-5%,-5%,-12%,-2%,93%[activator],8,-29%
Cc1ccccc1OCc1nnc(SCc2cc(=O)[nH]c3ccccc23)n1-c1ccccc1,8%,1%,-9%,-8%,-1%,?,3%
CCCc1nc2ccccc2n2c(-c3ccc(C)cc3)c3c(=O)n(C)c(=O)n(C)c3c12,·,·,19%,1%,·,18,·
O=C(NCc1ccc(F)cc1)C1CCCN1S(=O)(=O)c1ccc(F)cc1 (configuration not stated),6%,·,·,0%,·,-37,·
NC(=O)C1CCN(c2nc(C3CC3)nc3c2nnn3Cc2ccccc2Cl)CC1,-2%,-1%,-17%,2%,1%,-39,-18%
COc1ccc(-n2c(-c3ccco3)nc3ccccc3c2=O)cc1,-17%,1%,7%,-5%,-2%,-19,-11%
CCCn1c(SCC(=O)NCC2CCCO2)nc2c1c(=O)n(C)c(=O)n2C (configuration not stated),-4%,-3%,?,-11%,1%,-15,3%
O=C(Nc1ccccc1)c1ccccc1Br,20%,·,·,6%,·,-6,·
CC1CN(C(=O)c2scc3c2OCCO3)CC(C)O1 (configuration not stated),10%,-2%,-16%,-6%,-7%,41,8%
CCNC(=O)CC1C(=O)N(c2cccc(C)c2)C(=O)N1CCC(C)C (configuration not stated),-2%,2%,3%,-2%,-6%,-30,19%
Cn1c(=O)c2c(ncn2CC(=O)OCC(=O)Nc2cccc(C#N)c2)n(C)c1=O,5%,·,·,1%,·,-1,·
CCN(CC)c1ccc(NC(=O)c2ccco2)cc1,-9%,1%,?,-10%,-16%,21,5%
Cc1cccc(C)c1Nc1nnc(SCC(=O)c2ccc(Br)s2)s1,-3%,-5%,-10%,-20%,-23%,?,-11%
COc1ccc(-c2cc3nc(N)cc(=O)n3[nH]2)cc1,·,·,13%,-1%,·,?,·
Cc1ccc(C)c(NC(=O)Cn2cc(C(=O)C3CCCCC3)c3ccccc32)c1,·,·,22%,3%,·,-15,·
CCC1(C)Cc2c(sc3nc(NN)n(C)c(=O)c23)CO1 (configuration not stated),-7%,6%,-12%,9%,-3%,71,-15%

# Screens from PubChem BioAssay.
